# mlh1 rad18: NCI yeast anticancer drug screen, S. cerevisiae mlh1 rad18 strain; 11% of 79,000 active; growth inhibition, % at 50 µM;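 note: 0% = growth of vehicle-only cultures of the same strain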
#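 Inhibition values reflect reduced growth of mutant yeast versus vehicle-treated controls following compound exposure; the mutations affect DNA damage repair.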
# sgs1 mgt1: NCI yeast anticancer drug screen, S. cerevisiae sgs1 mgt1 strain. growth inhibition, % at 50 µM. 10% of 78,000 active. AID 161;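 note: 0% = growth of vehicle-only cultures of the same strain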
#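 Mutant yeast exposed to compound; growth scored against vehicle-only wells.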
# yeast cln2 rad14: NCI yeast anticancer drug screen, S. cerevisiae cln2 rad14 strain | 8.3% of 78,000 active | % growth inhibition at 50 µM;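 note: 0% = growth of vehicle-only cultures of the same strain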
#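 Yeast strain cln2 rad14, bearing defects in cell cycle control and DNA repair, serves as the test system; values reflect growth inhibition compared with vehicle.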
# mec2-1: NCI yeast anticancer drug screen, S. cerevisiae mec2-1 strain; 9% of 79,000 active; % growth inhibition at 50 µM;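 note: 0% = growth of vehicle-only cultures of the same strain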
#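 Compounds were applied to mec2-1 yeast cells. Their growth was then compared with that of vehicle-treated cultures to give growth inhibition.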
# rad50: NCI yeast anticancer drug screen, S. cerevisiae rad50 strain; 10% of 79,000 active; % growth inhibition at 50 µM;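 note: 0% = growth of vehicle-only cultures of the same strain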
#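 Inhibition values express reduced yeast growth in compound-treated cultures relative to vehicle-treated controls.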
# bub3: NCI yeast anticancer drug screen, S. cerevisiae bub3 mutant strain; % growth inhibition at 50 µM; 9.9% of 78,000 active;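 note: 0% = growth of vehicle-only cultures of the same strain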
#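 Growth of a checkpoint-deficient yeast mutant is measured after compound exposure. Values represent inhibition relative to vehicle.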
# * marks the source's active call; other numbers are inactive results; & = joins results of further samples. Cut-off read from the data, not from the text of the source: active = growth inhibition above about 70%; inactive = the rest.
# Preview (three entries):
SMILES,mlh1 rad18,sgs1 mgt1,yeast cln2 rad14,mec2-1,rad50,bub3
CCc1cc(C)cc(O)c1,12.0&-29.9,-1.6&-65.2,7.2&0.5,4.6&-40.0,38.0&-42.9,27.4&-56.0
CCCC(=O)Oc1ccc(C(C)(C)C)cc1C,-8.6,3.4,-19.3,-19.1,-5.7,-0.5
c1ccc(CCc2ccnc3ccccc23)cc1,5.5,-2.9,1.6,3.1,8.2,9.2

# The listing, previewed entries included:
SMILES,mlh1 rad18,sgs1 mgt1,yeast cln2 rad14,mec2-1,rad50,bub3
CCc1cc(C)cc(O)c1,12.0&-29.9,-1.6&-65.2,7.2&0.5,4.6&-40.0,38.0&-42.9,27.4&-56.0
CCCC(=O)Oc1ccc(C(C)(C)C)cc1C,-8.6,3.4,-19.3,-19.1,-5.7,-0.5
c1ccc(CCc2ccnc3ccccc23)cc1,5.5,-2.9,1.6,3.1,8.2,9.2
CCOCCC(=N)OCC,13.6,7.9,9.4,-4.7,11.2,4.2
O=C(OCc1ccccc1)ON1C(=O)C2C3C=CC(C3)C2C1=O (stereo not drawn),5.0,12.5,-9.1,-54.2,-26.4,-19.0
NC(CSC(=O)c1ccccc1)C(=O)O (stereo not drawn),-19.9,-19.8,-2.5,-3.5,-14.2,-30.2
CCCCCCCCCCCCCCCCC(Br)C(=O)OCC (stereo not drawn),30.4,7.0,2.0,8.0,51.3,48.1
Clc1ccc2c(NCCNC3CCCCC3)ccnc2c1,-0.1,-6.8,-7.2,18.9,-3.6,-22.4
COc1cc(-c2nc(/C=C3\C(=O)C=Cc4ccccc43)c(O)o2)cc(OC)c1OC,22.6,-7.1,-7.8,-8.2,-26.1,-1.6
C[n+]1c(SCC(=O)O)sc2ccccc21,22.9&5.7,19.6&3.7,6.5&14.9,10.1&-46.3,1.2&-28.8,34.2&-26.6

# Next section, overlapping the part above by 2 compounds.
SMILES,mlh1 rad18,sgs1 mgt1,yeast cln2 rad14,mec2-1,rad50,bub3
COc1cc(-c2nc(/C=C3\C(=O)C=Cc4ccccc43)c(O)o2)cc(OC)c1OC,22.6,-7.1,-7.8,-8.2,-26.1,-1.6
C[n+]1c(SCC(=O)O)sc2ccccc21,22.9&5.7,19.6&3.7,6.5&14.9,10.1&-46.3,1.2&-28.8,34.2&-26.6
CCOC(=O)C(NC(=O)c1cc2sccc2[nH]1)C(=O)OCC,-15.6,-13.9,-22.4,-0.2,14.3,-20.9
CCOC(=O)CCC(NC(=O)OCc1ccccc1)C(=O)NC(CCC(=O)OCC)C(=O)NN (stereo not drawn),27.3,2.5,11.8,7.8,2.6,23.2
CCOC(=O)c1ccc(CSc2ccccc2C(=O)O)cc1,10.9,13.3,17.4,9.0,12.9,12.7
O=C1CC2CC=CCC2C(=O)O1 (stereo not drawn),7.0,-5.0,7.2,0.5,3.2,-14.3
C=CCN1C=CC=C/C1=C\C=C(/C#N)C(=O)OCC,7.3,7.8,-15.2,12.7,10.8,-8.7
CC(=O)Nc1ccc(C(C)(C)c2ccc(C)cc2)cc1,-2.1,24.1,3.8,-12.2,-4.5,57.5
CC(C)C1CC[C@H](C)C[C@@H]1OC(=O)C(C(=O)O[C@H]1C[C@@H](C)CCC1C(C)C)C(O)[C@@H]1OC(C)(C)O[C@H]1C1COC(C)(C)O1 (stereo partly drawn),56.9,91.9*,44.7,90.8*,73.8*,90.8*
O=C1c2ccccc2C(=O)N1C1CCCCC1,-16.6,22.4,-4.2,35.9,7.2,56.4
COc1cccc(C=Nc2ccc(N(C)C)cc2)c1O.COc1cccc(C=Nc2ccc(N(C)C)cc2)c1O.[Co],-2.3,14.6,2.9,5.5,31.4,8.2
O=C(Oc1c([N+](=O)[O-])cc(-c2ccc([N+](=O)[O-])cc2)cc1[N+](=O)[O-])c1ccccc1,82.7*,82.5*,79.3*,78.1*,74.7*,74.3*
COc1ccc(C(O)c2nccn2C)c(OC)c1 (stereo not drawn),-6.3&5.3,-6.2&-0.3,10.1&14.7,-10.8&-3.5,-23.8&-17.6,21.0&20.1
COC(=O)C1=C(O)/C(=C\c2ccccc2)NC1=O,-5.7,-12.9,-40.4,-11.3,9.3,-17.8
CC(C)CCCC(C)C1CCC2C3=CCC4CC(=O)CCC4(C)C3CCC21C (stereo not drawn),4.5,4.7,4.3,-10.9,30.9,-1.2
CCCCCCCCC(=O)NCO,-24.1,-21.4,-3.4,-10.9,-17.8,-25.6
Nc1nc(-c2cccc([N+](=O)[O-])c2)c(N=Nc2ccccc2)s1,16.3,3.5,-3.5,-14.9,14.6,-1.1
CCCC[N+](C)(CCCC)CCCC,3.3,7.8,-1.1,9.7,9.2,14.2
Cc1nc(N)nc(-c2ccccc2)c1N=Nc1cccc(Cl)c1Cl,9.5,-3.2,-3.8,6.2,13.1,-1.5
CC(=O)OC1CCC2(C)C(CC=C3C2CCC2(C)C(C(C)CCCC(C)C)CCC32C)C1 (stereo not drawn),6.6,-7.5,8.6,-2.5,11.2,4.5
N#CSCN1C(=O)C=CC1=O,4.2,4.0,5.2,6.2,5.0,6.8
CCOP(=O)(OCC)/C(C#N)=C/c1coc2cc(C)cc(C)c2c1=O,82.2*,78.0*,59.0,91.9*,86.7*,87.2*

# Not a retest: entries from further up.
SMILES,mlh1 rad18,sgs1 mgt1,yeast cln2 rad14,mec2-1,rad50,bub3
COc1ccc(C(O)c2nccn2C)c(OC)c1 (stereo not drawn),-6.3&5.3,-6.2&-0.3,10.1&14.7,-10.8&-3.5,-23.8&-17.6,21.0&20.1
COC(=O)C1=C(O)/C(=C\c2ccccc2)NC1=O,-5.7,-12.9,-40.4,-11.3,9.3,-17.8

# Quoted at random: five entries already listed
SMILES,mlh1 rad18,sgs1 mgt1,yeast cln2 rad14,mec2-1,rad50,bub3
COc1ccc(C(O)c2nccn2C)c(OC)c1 (stereo not drawn),-6.3&5.3,-6.2&-0.3,10.1&14.7,-10.8&-3.5,-23.8&-17.6,21.0&20.1
Nc1nc(-c2cccc([N+](=O)[O-])c2)c(N=Nc2ccccc2)s1,16.3,3.5,-3.5,-14.9,14.6,-1.1
COC(=O)C1=C(O)/C(=C\c2ccccc2)NC1=O,-5.7,-12.9,-40.4,-11.3,9.3,-17.8
N#CSCN1C(=O)C=CC1=O,4.2,4.0,5.2,6.2,5.0,6.8
Cc1nc(N)nc(-c2ccccc2)c1N=Nc1cccc(Cl)c1Cl,9.5,-3.2,-3.8,6.2,13.1,-1.5

# The results go on.
SMILES,mlh1 rad18,sgs1 mgt1,yeast cln2 rad14,mec2-1,rad50,bub3
CC1(C)C2=CCCC(=O)[C@@]2(C)CC[C@@H]1O,3.4,-4.9,-26.1,4.7,-4.2,1.6
CSc1nc2ccccc2n1C1OC(CO)C(O)C1O (stereo not drawn),-3.0,5.1,9.9,-0.9,3.1,10.2
COc1cc(NCc2ccc3nc(OC)c(OC)nc3c2)cc(OC)c1OC,-17.9,-13.4,12.8,-27.4,-9.8,-14.8
O=C1c2ccccc2C(=O)N1C(=NCc1ccccc1)c1ccccc1,83.2*,64.0,5.5,63.4,64.2,55.2
CCCCC/C=C1\CCC(CN(C)C)C1=O (stereo not drawn),45.8,27.1,23.0,-1.3,31.8,21.4
CC(C)c1[nH]nc(C(N)=O)c1N=NN(C)C,58.1,28.9,5.7,24.4,91.5*,-4.0
S=C(Nc1ccc(Cl)c(Cl)c1)SCc1ccc2c(c1)OCO2,88.7*,89.6*,87.6*,92.1*,87.3*,88.2*
CCN(CC)CCOC(=O)C1(C2CCCCC2)CC=CCC1 (stereo not drawn),18.2,16.4,-12.5,2.4,30.8,11.4
Cc1ccc(NC(=O)/C(C#N)=C/c2ccccc2)c(C)c1,12.7,6.3,3.0,-11.5,2.9,18.6
CCN(CC)C(=O)Cn1c(C)cc2ccccc21,-13.6,7.9,-2.8,-18.1,-18.1,8.0
N#CC(C#N)=C1C=Cc2ccccc2O1,43.9,0.9,5.2,-1.4,27.9,-1.4
O=C(COc1ccc(Cl)c(Cl)c1)NCc1cccc(NC(=O)CBr)c1,99.2*,45.2,99.5*,99.5*,99.2*,99.2*
CC(=O)c1c(Cl)nnc(-c2ccccc2)c1-c1ccccc1,-12.3,-9.2,-21.9,0.1,-9.0,-11.7
O=C(Nc1cccc(Cl)c1)c1ccc(Cl)cc1Cl,0.1,2.2,-48.5,5.8,1.9,20.6
S=C(c1ccccc1)N1CCCCC1,4.0,0.5,-23.4,-1.7,8.0,16.3
[O-][n+]1ccccc1C1(O)CCc2ccccc2C1 (stereo not drawn),13.3,-7.5,-2.8,-0.7,3.1,-10.7
O=C(Nc1cc(-c2ccccc2)[nH]n1)c1ccccc1,23.4,23.9,18.0,16.1,33.4,56.8
CCOC(=O)C(=O)C=P(c1ccccc1)(c1ccccc1)c1ccccc1,-24.2,-21.9,-8.9,-22.4,-29.5,-40.9
C/C(=N\NC(=S)N1CCN(c2ncccn2)CC1)c1ccccn1,4.2,-6.8,-21.8,-7.1,-2.4,9.3
O=C(CC(=O)c1ccc(Cl)s1)C(=O)NC1C2CC3CC(C2)CC1C3 (stereo not drawn),3.5,7.9,-26.6,15.9,-15.0,12.2
CCc1ccc(NS(=O)(=O)c2ccc3ccccc3c2)cc1,96.4*,96.9*,94.6*,97.5*,96.0*,96.5*
COc1ccc(NC(=O)CC(C)=O)cc1,1.4,-3.3,-3.5,0.2,1.6,6.3
COc1cccc2c1C(=O)c1c(O)c3c(c(O)c1C2=O)C[C@@](O)(C(=O)CO)C[C@@H]3OC1CC(N(C)C)C(O)C(C)O1 (stereo partly drawn),90.7*,91.2*,88.8*,91.8*,90.1*,89.3*
CCCCCCCCCCCCSC(=S)NC1c2ccccc2Oc2ccccc21,25.2,1.6,-6.3,10.6,13.4,12.4
CN(C)COC(=S)SCC(=O)O,-1.9,2.6,-26.6,-0.8,8.4,-3.0
NC(CCc1ccc2c(c1)OCO2)C(=O)O (stereo not drawn),22.9,-3.5,-47.0,-11.8,5.3,-5.8
CC(SC(=S)N1CCOCC1)c1cc2oc(=O)n(C)c2cc1Cl (stereo not drawn),20.5,8.3,-5.2,8.0,2.4,24.8
CC(C)CC(NC(=O)c1ccccc1C(=O)O)C(N)=O (stereo not drawn),-19.0,6.7,-0.1,3.5,-6.7,6.2
O=S(=O)(c1ccccc1)N1CCCCN(S(=O)(=O)c2ccccc2)COC1,-5.3,-1.6,-9.8,-7.5,5.2,-7.5
O=C1NC=NC1c1ccccc1 (stereo not drawn),-11.5,-9.9,-24.8,-10.4,-2.2,-3.6
Cc1ccc(S(=O)(=O)N2CCC(CCl)N(S(=O)(=O)c3ccc(C)cc3)CC2CCl)cc1 (stereo not drawn),7.8,0.9,-9.1,3.6,18.1,3.5
N#CCC(=O)NCCc1ccccn1,-9.1,-13.8,-44.6,-3.7,-6.8,10.2
C1CNC(CCNCCSCCNCCC2=NCCN2)=N1,94.3*,91.9*,83.2*,84.2*,95.1*,93.5*
O=C1OC2(OC2c2ccccc2)c2ccccc21 (stereo not drawn),-22.1,-37.2,-15.2,-8.9,0.2,-29.8
CCCC(O)(CCC)CC(C)(C)C,11.4,-12.8,-4.5,-12.1,-6.3,3.2
Cc1ccc(/C=C2\SC(=S)N(c3ccc(F)cc3)C2=O)o1,23.9,28.4,17.4,10.9,14.7,15.8
Cc1c(C(=O)N(CCO)CCO)[n+](=O)c2ccccc2n1[O-],65.7,14.7,39.0,-5.3,28.9,-5.1
Cc1cc(O)ccc1SC#N,83.5*,79.9*,73.4*,80.0*,87.2*,79.3*
CCOC(=O)c1[nH]n(-c2ccccc2)c(=O)c1/C=N/C(=S)Nc1ccccc1,-7.8,-16.6,-11.8,-10.6,-22.3,-21.3
O=C1OC(c2ccccc2[N+](=O)[O-])Sc2ccccc21 (stereo not drawn),-1.5,11.9,-8.2,6.5,20.8,11.4
CC(=O)Nc1cc(C)cc(CO)c1C,-26.6,-10.1,-23.6,-3.0,13.6,-1.1
C=CCOc1ccc(C2CCCCC2)cc1,18.3,20.5,11.6,16.9,42.0,-2.8
Cc1cc(=O)[nH]c(/N=C(\N)Nc2ccc(Cl)c(C(F)(F)F)c2)n1,-13.1,0.8,-0.1,0.1,-16.8,15.6
CC(=O)Nc1cc(F)c2c(c1F)Cc1cc(F)ccc1-2,8.0,11.7,-63.4,21.9,15.1,5.2
C[C@@H](C1CCC2C3C(=CC(=O)[C@@]21C)[C@H](C)[C@]1(CCC(=O)O1)C1OC31)[C@H]1C[C@]2(C)O[C@@](C)(O1)OC2(C)C (stereo partly drawn),9.2,-25.9,-4.8,-0.9,-11.2,-14.2
